NadD inh = inhibitors of S. aureus NadD, primary screen, biochemical, colorimetric, uHTS; Nicotinate-nucleotide adenylyltransferase NadD (Staphylococcus aureus N315); purified NadD enzyme, colorimetric absorbance read-out; inhibition, % at 20 µM; hit rate 0.78% among 360,000; AID 602399, 2012; in the data active = inhibition above about 26%; also: some compounds past the cut are filed as inactive
SUMO1-SIM PPI = modulators of SUMO1 protein-protein interactions, primary screen, biochemical, uHTS; inhibition, % at 20 µM; Small ubiquitin-related modifier 1 (Homo sapiens), P63165; hit rate 0.33% among 360,000; SUMO1 binding to a labelled peptide, TR-FRET, 1 h; in the data active = inhibition above about 37%
Target sequence (P63165 whole entry, looked up): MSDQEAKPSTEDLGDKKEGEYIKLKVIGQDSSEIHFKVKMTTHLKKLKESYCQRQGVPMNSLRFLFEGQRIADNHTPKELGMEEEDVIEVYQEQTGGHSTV
DNMT1 inh = human DNMT1 methyltransferase inhibitors, primary screen, biochemical, molecular beacon, fluorescence, HinP1I cleavage, uHTS; DNA (cytosine-5)-methyltransferase 1 (Homo sapiens), P26358; inhibition (reported as % activation of signal), % at 10 µM; hit rate 0.83% among 360,000; in the data active = inhibition above about 50%
STEP block = STEP phosphatase inhibitors, primary screen, biochemical, fluorescence intensity, uHTS | Tyrosine-protein phosphatase non-receptor type 5 (Homo sapiens), P54829 | recombinant STEP, OMFP fluorogenic substrate | inhibition, % at 20 µM | hit rate 0.25% among 360,000 | AID 588621, 2011;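 active = inhibition at 20 µM, scaled per plate between control wells, above about 37%, limit read from the data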;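 also: 0% = DMSO with enzyme and substrate and 100% = substrate only without enzyme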
Target sequence (P54829 whole entry, looked up): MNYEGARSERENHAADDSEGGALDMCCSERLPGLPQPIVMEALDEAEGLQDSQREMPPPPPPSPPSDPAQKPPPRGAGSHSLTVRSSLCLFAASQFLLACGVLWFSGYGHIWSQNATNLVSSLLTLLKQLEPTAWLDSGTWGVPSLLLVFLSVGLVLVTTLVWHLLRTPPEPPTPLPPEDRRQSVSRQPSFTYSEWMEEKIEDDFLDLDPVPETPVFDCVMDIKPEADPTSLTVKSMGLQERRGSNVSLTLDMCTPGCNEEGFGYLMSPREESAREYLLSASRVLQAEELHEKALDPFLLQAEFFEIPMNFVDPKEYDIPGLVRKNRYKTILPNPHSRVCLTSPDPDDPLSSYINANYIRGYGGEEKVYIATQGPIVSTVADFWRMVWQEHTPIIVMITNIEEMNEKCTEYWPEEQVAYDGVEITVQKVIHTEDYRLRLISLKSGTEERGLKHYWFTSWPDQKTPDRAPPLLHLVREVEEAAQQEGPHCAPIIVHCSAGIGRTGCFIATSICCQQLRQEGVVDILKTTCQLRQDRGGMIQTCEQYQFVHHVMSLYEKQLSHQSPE
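Assay system: isolated STEP enzyme. Buffer or medium: pH 6.0 Bis-Tris with DTT and Tween 20. Also added: fluorogenic phosphatase substrate OMFP at 25 µM final. Dosing: 20 µM, 1% DMSO. Timing: 20 min reaction, room temperature, in the dark. Measured by: fluorescence intensity, excitation 480 nm, emission 540 nm. Evaluation: normalized % inhibition.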
Rpn11 inh = Rpn11 (PSMD14) deubiquitinase inhibitors, primary screen, biochemical, fluorescence polarization, uHTS | 26S proteasome non-ATPase regulatory subunit 14 (Homo sapiens), O00487 | human 26S proteasome, Ub4-pepOG fluorescence polarization; 20S core pre-blocked with epoxomicin | calls only at 20 µM | hit rate 0.59% among 360,000 | AID 588493, 2011;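 active = inhibition at 20 µM, scaled to each plate's controls, above about 33%, limit read from the data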
LMPTP block = LMPTP phosphatase inhibitors, primary screen, biochemical, fluorescence intensity, uHTS | Low molecular weight phosphotyrosine protein phosphatase (Homo sapiens), P24666 | recombinant LMPTP-A, OMFP fluorogenic substrate | inhibition, % at 20 µM | hit rate 0.22% among 360,000 | AID 651560, 2012;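 active = compounds that cut the enzyme signal by at least half of the control window in the single-dose screen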;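 also: plate controls were DMSO wells with enzyme plus substrate for no effect and substrate without enzyme for full effect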
Target sequence (P24666 whole entry, looked up): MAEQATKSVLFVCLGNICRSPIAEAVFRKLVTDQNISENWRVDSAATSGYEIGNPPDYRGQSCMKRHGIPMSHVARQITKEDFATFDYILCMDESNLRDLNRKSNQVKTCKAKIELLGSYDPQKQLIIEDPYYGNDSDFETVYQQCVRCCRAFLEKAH
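material = LMPTP-A | quantity = 0.625 nM enzyme | reagent = OMFP substrate, 400 µM final | buffer or medium = Bis-Tris pH 6.0, DTT, detergent | detection = endpoint fluorescence intensity from OMFP dephosphorylation | dosing = single 20 µM dose | read-out basis = % inhibition relative to no-enzyme and uninhibited control wells | control set = no-enzyme and uninhibited controls | timing = 50 min at room temperature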
CSN deneddyl inh = inhibitors of CSN-mediated cullin deneddylation, primary screen, biochemical, fluorescence polarization, uHTS | COP9 signalosome complex subunit 5 (Homo sapiens), Q92905 | Purified CSN, SCF-Nedd8-OG deneddylation | inhibition, % at 12.5 µM | hit rate 0.38% among 360,000 | AID 651999, 2013;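 active = pattern-corrected inhibition above about 35%, with an unprinted fluorescence ratio check between 0.5 and 1.5, limit read from the data, passing the limit was not always enough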;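 also: 0% = enzyme with substrate and 100% = substrate without enzyme; some results filed as inactive read as strong as hits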
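Assay system: purified human Csn5 enzyme expressed in HEK293T cells; Input: 0.24 nM Csn5 enzyme, final concentration; Reagent: 10 nM SCFSkp2-Nedd8OG; Compound dosing: 12.5 µM single point; Times: reaction 90 min, room temperature; Technique: fluorescence polarization readout.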
Scp1 inh = Scp-1 phosphatase inhibitors, primary screen, biochemical, colorimetric, uHTS | Carboxy-terminal domain RNA polymerase II polypeptide A small phosphatase 1 (Homo … | Recombinant Scp1, phosphopeptide, malachite green phosphate absorbance | inhibition, % at 20 µM | hit rate 0.88% among 340,000;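 active = inhibition above about 50% at 20 µM, limit read from the data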;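 also: plate controls were DMSO wells with enzyme for no effect and wells lacking enzyme for full effect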
Target sequence (Q9GZU7 76-261 limits assumed): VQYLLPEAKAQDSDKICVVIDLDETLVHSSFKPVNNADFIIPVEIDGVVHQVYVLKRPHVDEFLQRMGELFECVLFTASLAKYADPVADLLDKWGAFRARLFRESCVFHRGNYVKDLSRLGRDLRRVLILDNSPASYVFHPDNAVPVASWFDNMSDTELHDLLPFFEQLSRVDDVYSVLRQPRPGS
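Times: enzyme reaction 45 min at room temperature, colour 5 min, stabilisation 30 min. Material: SCP-1 catalytic fragment, aa 76-261. Medium: Acidic Tris acetate buffer with magnesium and detergent. Signal: colorimetric free-phosphate detection, absorbance 630 nm. Read-out basis: % inhibition of SCP-1 phosphate liberation. Reagent: Phosphorylated 17-residue peptide substrate.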
Tb MetRS inh = T. brucei MetRS inhibitors, primary screen, biochemical, luminescence. hit rate 0.4% among 360,000. methionyl-tRNA synthetase (Trypanosoma brucei brucei). purified T. brucei MetRS, ATP depletion, Kinase-Glo luminescence. AID 624268, 2012. inhibition, % at 11.9 µM;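 active = inhibition above a per-plate cutoff of the control wells' mean inhibition plus 3 SD, cut at about 5.5% in these data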;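 also: 0% = DMSO wells median and 100% = median of wells with control inhibitor compound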
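Test system: purified T. brucei MetRS enzyme. Also added: ATP, methionine and E. coli bulk tRNA substrates. Compound: 11.9 µM single point. Schedule: 15 min enzyme-compound preincubation, 2 h reaction, 10 min detection, 25 °C. Signal: luciferase luminescence of residual ATP, Kinase-Glo. Evaluation: percent inhibition versus plate control medians. Controls: DMSO wells, low control.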
MLLE-PAM2 inh = inhibitors of PABP1 MLLE–PAM2 peptide binding, primary screen, biochemical, fluorescence polarization, FITC-PAM2, GST-MLLE; hit rate 0.36% among 360,000; Polyadenylate-binding protein 1 (Homo sapiens), P11940; inhibition, % at 20 µM; in the data active = inhibition above about 35%, passing the limit was not always enough;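 also: plate controls were DMSO wells with GST-MLLE for no effect and wells lacking GST-MLLE protein for full effect; some results filed as inactive read as strong as hits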
* = called active by the depositor; i = inactive; . = no result given; + = active, no number.

#	SMILES	NadD inh	SUMO1-SIM PPI	DNMT1 inh	STEP block	Rpn11 inh	LMPTP block	CSN deneddyl inh	Scp1 inh	Tb MetRS inh	MLLE-PAM2 inh
1	NS(=O)(=O)c1ccc(CNC(=O)C(c2ccccc2)c2ccccc2)cc1	0	1	-6	-1	i	-0.9	2	0	0.3	10
2	O=C(O)c1cc(S(=O)(=O)Nc2ccc3cn[nH]c3c2)ccc1O	1	4	-10	2	i	-1.7	-4	-6	-0.1	-8
3	COc1ccccc1CNC(=O)Cn1nc(C)c([N+](=O)[O-])c1C	-6	1	-5	-1	i	-1.4	9	-6	-0.5	-19
4	O=[N+]([O-])c1ccccc1/C=N/Nc1nc(N2CCCC2)nc(N2CCCC2)n1	1	-3	0	-3	i	1.2	0	-2	-0.2	4
5	CCN1C(=O)[C@@H]2[C@@H](c3ccc(-c4ccc(C(C)=O)cc4)c(OC)c3)N3CCC[C@@]3(C(=O)OC)[C@@H]2C1=O	0	-3	0	-2	i	-1.2	-1	1	-0.2	11
6	COc1ccc(-c2cc(=O)oc3cc(OCC(=O)NCc4ccccn4)ccc23)cc1	8	-28	-1	2	i	-0.8	-2	-1	-0.9	5
7	CC(C)c1c(O)c2c(n(-c3ccccc3)c1=O)CCCC2	1	1	-2	0	i	-2.1	1	-8	-0.7	2
8	Cc1cc(C)cc(OCC(=O)Nc2ccc3c(c2)OCO3)c1	-3	0	-1	-1	i	-1.3	0	-10	-0.8	14
9	CN(C)c1ccc(S(=O)(=O)N2CCCCC2)cc1NC(=O)C1=COCCO1	-1	35	0	2	i	0.2	-2	-2	-0.4	12
10	Cc1ccc(C(=O)N/C(=C/c2ccco2)C(=O)NCCc2c[nH]c3ccccc23)cc1C	3	-7	-10	1	i	-1.0	0	-3	-1.5	-2
11	CC(=O)c1cccc(NC(=S)N2CCC(Cc3ccccc3)CC2)c1	0	3	2	3	i	0.0	0	2	-0.3	-108
12	COc1cc2[nH]c(=S)n(CC3CCCO3)c(=O)c2cc1OC (centres undefined)	-2	2	3	2	i	0.5	8	-8	0.5	-34
13	Cc1ccccc1N(C)C(=O)c1coc(=O)c2ccccc12	4	1	2	-3	i	-1.1	-1	0	-0.9	1
14	O=C(CSc1nnc(-c2ccc(S(=O)(=O)N3CCOCC3)cc2)o1)c1ccccc1F	3	0	16	3	i	0.7	4	-8	-0.4	-62
15	COC(=O)c1ccc(Cl)c(NC(=O)CN(c2ccc(OC)cc2)S(=O)(=O)c2ccccc2)c1	-2	-2	-5	-2	i	2.4	1	-12	-1.1	-14
16	CCOc1ccc(NC(=O)COC(=O)CC2CCCCC2)cc1	-6	1	1	0	i	-0.7	-2	-5	-0.5	-2
17	O=C(O)c1ccc(-c2nc(-c3cccc(C(F)(F)F)c3)cs2)cc1	4	-4	-1	0	i	-0.3	4	1	-0.5	-2
18	O=C1N=C(N2CCOCC2)S/C1=C/c1cc2c(cc1[N+](=O)[O-])OCO2	0	-2	-10	3	i	-0.7	1	-3	2.2	-7
19	COC(=O)c1ccc(C(=O)OC)c(NC(=O)COC(=O)C2CCCCC2)c1	-6	0	-1	-1	i	2.4	-4	-3	-0.1	20
20	COc1ccc(OC)c(C(=O)N2CCCC(Nc3ccc(F)cc3)C2)c1 (centres undefined)	-4	-4	-1	0	i	0.5	2	-2	-0.2	-9
21	CCCc1cc(=O)[nH]c(SCC(=O)NN(c2ccccc2)c2ccccc2)n1	1	0	-4	-1	i	-0.4	-7	3	-0.1	-10
22	CC(C)C1C(=O)N(Cc2cn(CC3CCCCC3)nn2)CCS(=O)(=O)N1Cc1ccc(-c2ccc(Cl)nc2)cc1 (centres undefined)	5	-6	-10	0	i	1.9	1	.	-0.5	-1
23	CCOP(=O)(c1ccc(N(C)C)cc1)C(O)c1ccc(Cl)cc1 (centres undefined)	0	0	0	-2	i	-1.3	-4	-5	-0.5	-19
24	O=C(CN1CCN(C(=O)c2ccco2)CC1)Nc1ccc(Cl)c(C(F)(F)F)c1	-8	2	-6	0	i	-0.9	3	-13	-0.5	-4
25	Clc1ccc2oc(-c3cccnc3)nc2c1	-8	-3	3	-1	i	-0.6	1	0	-1.0	-11
26	C=CCN(CC=C)Cc1cc(=O)oc2cc(C)c(C)cc12	-2	-4	6	1	i	0.7	0	.	-1.0	-12
27	CCOc1ccccc1NC(=O)c1ccc2ccccc2c1	-4	3	1	2	i	2.0	-4	-14	-0.1	11
28	O=C(CN1C(=O)c2cccc3cccc1c23)N1CCN(c2cccc(Cl)c2)CC1	3	14	4	-3	i	-2.3	-4	-2	-0.2	0
29	CCCCNC(=O)Nc1ccccc1C(=O)Nc1ccc(OC)cc1	-7	3	2	0	i	0.8	4	-8	-1.0	4
30	O=C(C1CC1)N1N=C(c2ccc(F)cc2)CC1(O)C(F)(F)F (centres undefined)	6	1	1	0	i	0.0	3	-6	-2.3	2
31	Cn1c(Cn2c(=O)sc3ccccc32)nnc1SCC(=O)NCC1CCCO1 (centres undefined)	-5	-1	-1	0	i	-2.7	0	0	1.9	-1
32	O=C(CN1CCOCC1)NCc1ccccc1Cl	0	-1	0	1	i	-1.3	2	-3	-0.6	6
33	CC(=O)Nc1cccc(NC(=O)CSc2nccn2Cc2ccco2)c1	-6	6	0	-3	i	-0.8	-3	-7	-0.3	9
34	CCOc1ccc(C2C(C#N)=C(N)Oc3cc(O)ccc32)cc1OCC (centres undefined)	7	-19	0	0	i	3.1	0	-1	0.5	-44
35	Cc1ccc(Cn2ncc(Cl)c(Cl)c2=O)cc1	-3	-7	8	0	i	-0.3	5	-5	0.5	-10
36	O=C(COc1cccc(F)c1)Oc1ccc(C(=O)c2ccccc2)cc1	2	6	-1	90*	+	1.5	3	-6	-0.1	4
37	COc1ccc(NC(=O)c2sc(N)nc2-c2ccccc2)cc1	2	-5	11	2	i	-1.5	-1	2	-0.5	-13
38	O=[N+]([O-])c1ccc(SCc2c(F)cccc2Cl)nc1	-5	-21	1	2	i	2.0	2	-7	-0.8	-5
39	NCCCCCc1nnc(SC/C=C/c2ccccc2)o1	-9	1	-1	-4	i	-3.9	-7	0	0.0	-6
40	Cc1ccc(Cl)cc1N(CC(=O)N1CCCCCC1)S(C)(=O)=O	1	4	1	-3	i	-1.3	-1	-8	-0.6	-3
41	O=C(Nc1ccc(Cl)cc1)N1CCN(c2ccc3nnc(-c4ccc(F)cc4)n3n2)CC1	17	10	-14	-4	i	2.4	5	15	-0.8	7
42	COc1cc(C2c3c(-c4cc(C)cc(C)c4O)n[nH]c3C(=O)N2CCCO)cc(OC)c1OC (centres undefined)	-1	0	-4	0	i	-0.1	5	-5	-1.1	-4
43	CCOc1ccc(Cc2nnc(SCC(N)=O)n2C)cc1	-11	5	-5	1	i	-1.4	-1	-8	-0.3	-18
44	Nn1c(SCC(=O)Nc2ccc3c(c2)OCO3)nnc1-c1ccc(Cl)cc1	-3	-2	5	3	i	-2.2	3	-3	0.0	0
45	COc1ccccc1NC(=O)CSc1nnc(Cc2cc(=O)[nH]c(=O)[nH]2)n1-c1ccccc1	-2	2	1	-1	i	-1.6	7	-4	0.1	14
46	O=C(O)c1csc(-c2cccc(Cl)c2)n1	-3	-4	3	2	i	0.1	-2	-9	0.1	19
47	COc1ccc(Cc2nc3ccc(C(=O)NCCc4cccc(C)n4)cc3o2)cc1	-1	1	0	0	i	0.9	0	0	-0.3	-1
48	CN1[C@@H]2CC[C@H]1CC(OC(=O)c1c[nH]c3ccccc13)C2 (some centres undefined)	-3	2	0	-3	i	0.8	0	-9	-0.6	-4
49	CC(C)NC(=O)N[C@H]1CC[C@H](CC(=O)NCc2ccc(Oc3ccccc3)cc2)O[C@@H]1CO	.	5	.	.	.	-1.5	8	.	-1.2	.
50	COc1ccc2occ(C(=O)c3ccc(N)cc3)c2c1	-5	2	1	1	i	-1.0	-2	-1	0.2	0
51	COc1ccc(NC(=O)N(Cc2cc3cc(OC)ccc3[nH]c2=O)CC2CCCO2)cc1 (centres undefined)	7	2	-4	5	i	-1.5	-1	4	0.7	-7
52	CN(C)c1cccc(C(=O)NNC(=O)/C=C/c2cccs2)c1	1	-14	0	-1	i	-0.7	6	5	-0.4	22
53	CC(=O)Nc1ccc(S(=O)(=O)Nc2ccc(S(=O)(=O)N3CCCC3)cc2)cc1	-3	4	0	-4	i	0.3	5	-7	-0.8	2
54	COC(=O)c1cccc(Nc2nc(-c3ccncc3)nc3ccccc23)c1	3	61*	-6	13	i	6.0	3	-2	0.4	-12
55	Cc1ccc(C(=O)NCC(=O)NCc2cc(=O)n(C)c(=O)n2C)cc1	-5	-2	2	0	i	-0.5	5	1	0.4	1
56	COc1ccc(NC(=O)COC(=O)Cc2c(F)cccc2Cl)cc1OC	-7	-2	1	-1	i	-0.4	-4	-4	-0.5	-27

Bioassay records (PubChem)

Compounds were not picked by outcome. About 3.6% of those tested had a hit in this group.
